# TLR9-MyD88 inh: TLR9-MyD88 interaction inhibition; Q9NR96+Q99836; CHO BLA complementation TLR9-MyD88, CCF4 FRET ratio; inhibition, % at 4.98 µM; 0.21% of 340,000 active;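 active means inhibition above the mean over all tested compounds plus 3 SD, cut at about 21% in these data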;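 further: 0% = DMSO only wells and 100% = clavulanate BLA inhibitor control wells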
# SRC2 inh: inhibits human steroid receptor coactivator 2; 0.17% of 370,000 active; HEK293 GAL4-SRC2 luciferase reporter, luminescence; inhibition, % at 9 µM; AID 651957; Q15596;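 active means inhibition above the mean inhibition of all tested compounds plus 3 SD, set per campaign, cut at about 52% in these data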;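 further: 0% = DMSO treated cells and 100% = cells given Gossypol at 36 µM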
# ABCB6 inh MLPCN: inhibitors of human ABC transporter ABCB6; AID 602162; K562-ABCB6 porphyrin accumulation, flow cytometry, 1 h; active compounds read low; Q9NP58; 0.19% of 360,000 active; fluorescence ratio to DMSO, % at 10 µM;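 active means fluorescence ratio to DMSO below 75%, the collection mean minus 3 SD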;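 further: signal is porphyrin accumulated inside mitochondria; 100% equals median channel fluorescence of DMSO control wells; lower ratio means ABCB6 inhibition with less porphyrin fluorescence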
# H9c2 protect: protects H9c2 cardiomyocytes from peroxide injury; AID 588492; 0.63% of 360,000 active; protection from H2O2 cell death, % at 20 µM; H2O2 injury protection, ATPLite, 2 h;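 active means compounds giving at least 50% protection of heart cells from peroxide-induced death in the single-dose screen, raw or plate-pattern-corrected value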;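 further: 0% = DMSO wells with peroxide and 100% = DMSO wells without peroxide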
# NOD2-RIPK2 inh: blocks binding of human NOD2 to RIPK2 | AID 624267 | 0.38% of 360,000 active | O43353 | CHO BLA complementation NOD2-RIPK2, CCF4 ratio | inhibition, % at 4.98 µM; in the data active means inhibition above about 21%;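 further: 0% = vehicle only and 100% = reference blocker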
# MC4R antagonist: blocks human MC4R cAMP signaling; AID 540295; 0.48% of 360,000 active; MC4R-expressing cells, MTII-stimulated cAMP, LANCE TR-FRET; inhibition, % at 6.5 µM;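 active means inhibition above its plate's cutoff, the mean of tested wells on that plate plus 3 SD, cut at about 29% in these data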;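 further: 0% = Melanotan II alone and 100% = Melanotan II plus saturating MCL0020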
#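 System: U2OS cells stably expressing human melanocortin 4 receptor (MC4R). Reagent: Melanotan II challenge after compound preincubation. Doses: 6.5 µM. Times: 30-min compound, 1-h challenge, 1-h detection, room temperature. Measured by: TR-FRET with Eu-cAMP and labeled anti-cAMP, 671 nm. Replicates: singlicate.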
# Glyco luc inh: N-linked glycosylation inhibition. D54 ERlucT glycosylation luciferase reporter, 24 h; percent of 100 nM tunicamycin response. reporter increase, % at 12.5 µM. 0.23% of 360,000 active. AID 588692;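 active means mean luciferase reporter signal, scaled so untreated is 0 and the glycosylation-blocking control 100, at or above a set limit in every replicate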;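 further: luciferase carries N-glycosylation sites so blocking glycosylation raises the light; 0% = median of neutral control wells and 100% = median of 100 nM tunicamycin wells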
# ABHD5 PLIN5 PPI: blocks binding of human ABHD5 to perilipin-5; Q00G26+Q8WTS1; Split G. princeps luciferase complementation, luminescence, 4 h; inhibition, % at 4 µM; 0.78% of 360,000 active; AID 602281;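 active means inhibition above the mean inhibition across every tested compound plus 3 SD, cut at about 22% in these data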;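 further: 0% = DMSO only wells and the 100% control is not disclosed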
# Target sequence (Q00G26 whole entry, looked up): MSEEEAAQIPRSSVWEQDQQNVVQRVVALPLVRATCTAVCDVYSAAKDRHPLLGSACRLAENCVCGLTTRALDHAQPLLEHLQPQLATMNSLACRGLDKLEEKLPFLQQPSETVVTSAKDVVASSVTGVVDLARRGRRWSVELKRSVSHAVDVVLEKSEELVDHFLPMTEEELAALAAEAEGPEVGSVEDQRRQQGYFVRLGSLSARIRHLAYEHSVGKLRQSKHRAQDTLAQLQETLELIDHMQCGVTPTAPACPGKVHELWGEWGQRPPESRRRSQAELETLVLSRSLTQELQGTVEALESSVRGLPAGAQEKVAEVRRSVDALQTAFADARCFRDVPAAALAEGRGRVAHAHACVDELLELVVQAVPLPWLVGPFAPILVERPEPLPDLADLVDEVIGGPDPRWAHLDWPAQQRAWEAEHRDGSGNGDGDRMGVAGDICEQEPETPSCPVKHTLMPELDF
# Target sequence (Q8WTS1 whole entry, looked up): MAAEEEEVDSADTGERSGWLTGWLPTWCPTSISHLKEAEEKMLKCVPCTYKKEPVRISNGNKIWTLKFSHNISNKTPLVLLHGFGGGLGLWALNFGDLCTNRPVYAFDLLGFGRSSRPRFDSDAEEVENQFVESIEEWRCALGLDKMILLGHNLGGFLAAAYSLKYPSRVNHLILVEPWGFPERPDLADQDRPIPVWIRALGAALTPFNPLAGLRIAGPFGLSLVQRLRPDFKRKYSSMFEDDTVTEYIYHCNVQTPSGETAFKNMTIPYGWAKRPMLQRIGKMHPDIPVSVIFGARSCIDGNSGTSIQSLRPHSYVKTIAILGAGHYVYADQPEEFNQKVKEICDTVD
# MC4R barr agon: agonists of human melanocortin 4 receptor (MC4R) beta-arrestin; P32245; U2OS MC4R beta-arrestin complementation, luminescence; percent of melanotan II response, DMSO zero; activation, % at 8.9 µM; 0.98% of 360,000 active; AID 540308;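 active means activation above a per-plate cutoff, the mean activation of sample wells on that plate plus 3 SD, cut at about 8% in these data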
# HTR2A ag: agonists of mouse serotonin 5-HT2A receptor (HTR2A) | CHO-K1 mHTR2A beta-arrestin complementation, luminescence; percent of 30 µM serotonin response | 0.66% of 360,000 active | P35363 | activation, % at 7.6 µM;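 active means activation above a run cutoff, the mean activation of all tested compounds plus 3 SD, cut at about 14% in these data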;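 further: 0% = plate median of compound wells and 100% = 30 µM serotonin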
# An asterisk follows results filed as active; / = not tested or not shown. This is a subset (hit frequency here may not be typical).
SMILES,TLR9-MyD88 inh,SRC2 inh,ABCB6 inh MLPCN,H9c2 protect,NOD2-RIPK2 inh,MC4R antagonist,Glyco luc inh,ABHD5 PLIN5 PPI,MC4R barr agon,HTR2A ag
COCc1[nH]nc2c1C(c1ccccc1Cl)C(C#N)=C(N)O2 (centres undefined),3,13,94,-2,0,11,1,0,-0.3,0
CCOC(=O)c1c(NC(=O)COc2ncnc3ccccc23)sc(C)c1C,1,7,103,-5,-6,0,1,-4,-0.1,-2
Cc1cccc(N(C(=O)c2snc(C(N)=O)c2N)C(C(=O)NC2CCCC2)c2ccco2)c1 (centres undefined),2,-27,101,0,1,23,-3,3,-0.2,6
CCOc1ccccc1N=C1NC(=O)CS1,0,4,89,-2,-9,4,2,-5,1.9,1
Cc1cc(NC(=O)c2cccs2)n(-c2nc3ccccc3[nH]2)n1,-5,13,106,11,-7,4,22,2,12*,-3
COCc1c(C(=O)N2CCc3ccccc32)oc2ccccc12,-1,-54,96,1,-2,11,-2,2,1.9,1
Cc1cc(C)n(C(C)CNS(=O)(=O)c2ccccc2)n1 (centres undefined),-9,-12,97,-8,-7,2,1,5,-1.5,1
CC12CC3CC(C)(C1)CC(C(=O)N1CCCC1)(C3)C2,10,7,94,13,-2,5,-1,8,-0.2,0
O=C(c1cc(C2CC2)nn1-c1ccccc1)N1CCN(S(=O)(=O)c2ccc(F)cc2)CC1,-3,7,97,8,0,-7,-2,4,-0.9,11
CN(C)c1cc[n+](CC(=O)Nc2ccc(Oc3ccccc3)cc2)cc1,-4,-23,102,4,-24,7,14,7,-0.6,-8
COc1ccc(-n2c(SCC(=O)Nc3cc(C(=O)O)ccc3C)nc3ccccc3c2=O)cc1Cl,-1,-14,98,4,-2,16,-1,0,-1.0,17*
Clc1ccc(-c2cc(CSc3cccc(Cl)c3)on2)cc1,12,-8,94,-19,-2,2,-1,-1,2.9,-3
COc1ccccc1NS(=O)(=O)c1ccc(NC(=O)c2ccncc2)cc1,5,7,101,-15,3,-6,-5,1,-0.9,-3
COc1ccc(C(C(=O)NC2CCCCC2)N(C(=O)c2sc(C)nc2C)c2ccccc2C)cc1 (centres undefined),-2,11,99,41,-9,-3,-3,4,-1.0,1
Cc1nc(CNS(=O)(=O)c2ccc3c(c2)OCCO3)cs1,-2,12,93,-1,-10,-1,0,-2,-0.4,2
CCOc1ccc(CN(C)C(=O)CNC(=O)C2CCCCC2)cc1,-6,-3,104,-2,1,7,4,12,0.2,-7
O=C(COc1ccc2c3c(c(=O)oc2c1)CCCC3)NCc1ccncc1,-5,-11,94,12,-13,-2,1,-3,1.3,3
CCOC(=O)CN1CC23C=CC(O2)C(C(=O)Nc2cc(OC)ccc2OC)C3C1=O (centres undefined),4,-22,104,5,-8,2,-1,-7,-1.1,0
CC(c1nc2ccccc2[nH]1)N(C(=O)Cc1csc2ccccc12)c1cccnc1 (centres undefined),/,15,102,1,-4,/,-1,7,/,1
O/N=C1/CCc2cccc3cccc1c23,-3,32,102,7,6,0,-1,3,-0.3,-4
CC1(C)Cc2c(c(N3CCCC3)nc3sc(C(=O)Nc4ccccc4)c(N)c23)CO1,-7,-65,101,2,-9,11,1,-5,-1.9,1
O=C(NCc1ccc(Cl)cc1)c1ccc(-c2ccccc2C(F)(F)F)o1,-7,11,95,-12,7,7,1,-9,2.7,-3
CC(=O)c1ccc(S(=O)(=O)Nc2ccc(N3CCOCC3)cc2)cc1,-2,-5,97,-4,-5,-3,2,-1,-1.7,2
O=C(O)C1C2C=CC(O2)C1C(=O)NCc1ccc2c(c1)OCO2 (centres undefined),0,1,98,1,-1,4,2,0,-2.0,-4
C=CCn1c(C)cc(C(=O)COC(=O)CCc2cc(OC)c(OC)c(OC)c2)c1C,-10,11,98,-4,-1,6,0,-1,-1.5,2
O=C(Nc1ccccc1N1CCOCC1)c1cc(-c2ccco2)nc2ccccc12,-3,6,110,8,-7,-2,-6,2,0.4,7
O=C(Nc1cccnc1)c1cccc(-c2cc3ccccc3oc2=O)c1,-3,-28,99,-4,-3,7,0,-6,-1.5,-1
Cc1[nH]c2ccc(OC(F)(F)F)cc2c1CCN1C(=O)c2ccc(C(=O)O)cc2C1=O,5,-3,103,6,6,5,-1,4,-1.5,1
C/C(=N\NC(=O)c1ccccc1O)c1ccc(NC(=O)Cc2ccccc2)cc1,-4,-125,102,2,0,2,-8,2,-4.0,-5
Nc1c(C(=O)Nc2ccc3c(c2)OCCO3)nnn1Cc1cccc(Br)c1,-4,-97,94,-15,16,-10,-5,-1,-2.0,-13
COc1cc(Nc2nc(-c3ccccc3)c3cc(C)ccc3n2)cc(OC)c1OC,0,93*,97,4,2,15,8,-2,0.0,0
Cc1ccc(CN2CCN(Cc3cc4ccccc4o3)CC2CCO)cc1 (centres undefined),-2,-19,102,2,2,14,1,-4,0.9,-3
Cc1c(C(=O)N2CCCCC2)oc2ccccc12,-12,-30,100,3,-17,0,-2,-15,-0.1,2
CCC(C)(C)n1nnnc1C(c1cc2cccc(C)c2[nH]c1=O)N1CCCC1 (centres undefined),7,-4,100,-1,-1,-2,2,0,-1.0,-5
Cc1ccc(NC(=O)N2CCC(NC(=O)c3cccc(C)c3)CC2)cc1,1,-10,96,1,-1,0,1,-1,-0.7,-3
COc1cccc(N(CC(=O)NCCSc2ccccn2)S(C)(=O)=O)c1,6,-8,99,-7,-8,-11,2,1,0.5,-2
O=C(CCn1cnnn1)NC1CCCN(Cc2ccccc2F)C1 (centres undefined),-7,-1,103,5,-4,3,1,-1,-1.9,11
CN1CCN(c2ccc(S(=O)(=O)N3CCCCC3)cc2NC(=O)Cc2c(F)cccc2Cl)CC1,-20,24,96,15,-4,-1,-3,6,-0.3,0
COc1ccc(-c2nc3n(n2)C(=O)CC(c2ccco2)S3)cc1 (centres undefined),1,/,103,4,-10,-2,-1,4,-1.9,0
Cc1cccc(CN2C(=O)c3ccccc3Sc3ccc(C(=O)NCCCN4CCOCC4)cc32)c1,6,4,95,2,-3,10,-2,0,0.9,-13
Cc1ccc(N(C(=O)CNC(=O)c2ccco2)C(C(=O)NC2CCCC2)c2ccncc2)cc1 (centres undefined),2,7,89,-5,-3,5,2,-3,-1.3,-9
CCCC(=O)N1CCN(c2nc3ccccc3s2)CC1,-2,-60,103,-8,-3,1,-8,0,3.0,3
Cc1ccc(C)c(/C=C2\CCn3c2nc2cc(C(=O)O)ccc2c3=O)c1,-1,10,96,5,-9,7,-2,0,-0.7,-2
COCCN(C(=O)c1cc(-c2ccco2)nc2ccccc12)c1c(N)n(Cc2ccccc2)c(=O)[nH]c1=O,8,-33,91,10,-3,5,-1,6,0.7,4
Cc1nc(-c2cn[nH]c2-c2ccc(O)cc2O)cs1,9,-2,89,-4,-5,7,3,-9,-3.2,-2
COc1ccc(OCCN2CCC(C(=O)NC(c3ccc(C)cc3)c3ccccn3)CC2)cc1 (centres undefined),/,-6,97,7,21*,5,0,0,-1.4,-2
CCOc1ccc(S(=O)(=O)N(C)c2ccc(OCC(=O)NCCc3ccc(OC)cc3)cc2)cc1,-1,-2,101,-1,-4,7,-5,1,0.5,-2
CC1CCCC(C)N1/N=C/c1ccccc1OC(F)F (centres undefined),8,-9,99,0,0,9,-1,-4,0.4,4
CN(C)C(CNC(=S)Nc1cccc(Cl)c1)c1cccnc1 (centres undefined),3,-3,100,2,3,10,-2,0,-2.7,-7
CC(=O)Nc1ccc(S(=O)(=O)NC2CCS(=O)(=O)C2)cc1Cl (centres undefined),-3,-11,104,4,5,14,2,-6,-0.6,1
COC(c1ccccc1)c1nnc(CCC(=O)N(C)CCOc2ccccc2)o1 (centres undefined),-2,-41,97,-3,5,5,-1,3,0.3,-4
COc1ccc(Nc2cc(C)nc3ccccc23)cc1,5,-30,93,9,1,0,0,3,0.7,0
COc1cccc(C(=O)/C=C/c2ccc(N3CCCCC3)c([N+](=O)[O-])c2)c1,0,0,90,-7,3,-1,17,29*,-2.3,-3
CCNC(=S)Nc1ccc(N2CCCCC2)cc1,-1,-53,99,-8,1,-4,1,-9,-0.6,3
CCOC(=O)N1CCN(C(=O)CSCc2ccc(C)cc2)CC1,1,-43,104,21,-11,2,1,8,4.0,4
CCOc1ccc(CN(C(=O)/C=C/c2ccco2)C2CCS(=O)(=O)C2)cc1 (centres undefined),-3,-12,97,-4,-7,2,-1,18,-2.1,6
CCCn1c(=O)c(C(=O)NCCc2ccc(OC)cc2)c(O)c2ccccc21,-12,-3,97,27,3,6,2,0,-0.3,9
COc1ccc(C2=NN(CCC(=O)NCc3cccs3)C(=O)CC2)cc1,-10,-12,91,-1,-1,-4,2,-2,0.1,4
CCCS(=O)(=O)N1CCN(S(=O)(=O)c2ccccc2)CC1,1,6,96,-2,2,-1,0,-4,1.6,-5
Cc1ccc(S(=O)(=O)N2CCCCC2)cc1C(=O)N1C(C)CCCC1C (centres undefined),1,19,88,-4,-4,-5,-1,1,-2.0,1
# Other entries follow.
SMILES,TLR9-MyD88 inh,SRC2 inh,ABCB6 inh MLPCN,H9c2 protect,NOD2-RIPK2 inh,MC4R antagonist,Glyco luc inh,ABHD5 PLIN5 PPI,MC4R barr agon,HTR2A ag
CCOc1ccc(OCCC(=O)Nc2ccc3c(c2)OCO3)cc1,-6,13,99,-6,1,7,1,-6,0.7,3
COc1ccc(NS(=O)(=O)c2cccc(C(=O)N3CCC3)c2)cc1,1,0,97,3,8,0,-1,-3,-4.0,-2
CC(C)CC(=O)N=C1SC2CS(=O)(=O)CC2N1Cc1ccccc1Cl (centres undefined),/,-4,99,-6,-7,5,0,2,-0.7,-2
O=C(CSc1nc(-c2ccccc2)nn1C(=O)c1ccccc1)Nc1cccc([N+](=O)[O-])c1,1,-33,93,14,1,4,-2,-6,-3.7,2
c1ccc(Cn2c(Nn3cnnc3)nc3ccccc32)cc1,-3,-19,95,9,2,0,0,-3,-0.7,2
CC(C)NC(=O)N(C)C[C@H]1Oc2c(NC(=O)C3CCCCC3)cccc2C(=O)N([C@H](C)CO)C[C@@H]1C,-2,8,97,8,-4,5,2,2,-1.7,7
Cc1ccc(CN2CC(C(=O)N(Cc3nnc(-c4ccccc4Cl)o3)C3CC3)CC2=O)cc1 (centres undefined),1,0,104,2,-3,12,-2,-8,-3.1,-4

# Looked up by compound from the list above:
SMILES,TLR9-MyD88 inh,SRC2 inh,ABCB6 inh MLPCN,H9c2 protect,NOD2-RIPK2 inh,MC4R antagonist,Glyco luc inh,ABHD5 PLIN5 PPI,MC4R barr agon,HTR2A ag
CCOc1ccc(CN(C)C(=O)CNC(=O)C2CCCCC2)cc1,-6,-3,104,-2,1,7,4,12,0.2,-7
Cc1[nH]c2ccc(OC(F)(F)F)cc2c1CCN1C(=O)c2ccc(C(=O)O)cc2C1=O,5,-3,103,6,6,5,-1,4,-1.5,1
Cc1cccc(N(C(=O)c2snc(C(N)=O)c2N)C(C(=O)NC2CCCC2)c2ccco2)c1 (centres undefined),2,-27,101,0,1,23,-3,3,-0.2,6

# Screening data (PubChem)
